MDM2 E3 inh: Mdm2 E3 ligase (human) inhibition | signal enhancement, % at 5 µM | AID 1230 | cell-based MDM2 ubiquitination luciferase reporter, 2 h; 0 = plate control, 100 = twice control, blank-subtracted | hit rate 0.11% among 210,000 | Q00987;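 active = signal enhancement of 30% or more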;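 note: luminescence tracks abundance of the self-degrading MDM2-luciferase fusion protein; higher signal means inhibition of MDM2 E3 ligase activity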
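system = mammalian cells stably expressing self-ubiquitinating, self-degrading MDM2 E3–luciferase fusion | quantity = 2000 cells per well seeded | incubation = 4 h cell settling then 2 h compound exposure, 37 °C | signal = SteadyLite luminescence, 15 min reagent step | benchmarks = plate control and blank wells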
Ba/F3 V617F tox: reduce viability of Ba/F3 cells dependent on JAK2V617F; Ba/F3 EpoR-JAK2V617F viability, ATP luminescence; inhibition, % at 5.6 µM; hit rate 1.1% among 220,000;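 active = inhibition above the campaign mean plus 3 SD over all tested compounds, cut at about 24% in these data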;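 note: cytokine-independent growth of Ba/F3 cells driven by EpoR plus mutant JAK2; 0% = DMSO-treated cells and 100% = JAK inhibitor I control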
NPY2 pot ag: potentiates or activates human NPY-Y2 receptor; P49146; cells expressing NPY-Y2, potentiator/agonist read-out; activation, % at 3.6 µM; hit rate 0.45% among 220,000; in the data active = activation above about 27%;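 note: cells stimulated with NPY near EC25 plus isoproterenol at EC100; 0% = vehicle plus submaximal agonist and 100% = vehicle plus saturating agonist; some results beyond the cut were filed as inactive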
S1P4 agonist: activates the human S1P4 receptor | O95977 | activation, % at 4.98 µM | AID 1509 | hit rate 0.35% among 220,000 | S1P4-expressing cell line, agonist reporter assay; in the data active = activation above about 11%;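 note: 0% = DMSO vehicle and 100% = reference agonist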
Wee1 degr inh: human Wee1 degradation inhibition, primary screen. P30291. HeLa Luc-Wee1K328M stability, luciferase luminescence; 100% = proteasome inhibitor MG132 effect. reporter increase, % at 5 µM. hit rate 1.2% among 220,000;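 active = activation above the mean of all tested compounds plus 3 SD, set per screening run, cut at about 8.8% in these data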;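 note: cells exposed to compound for 20 h before luminescence read; 0% = DMSO alone and 100% = MG132 at 30 µM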
PERK inhibitor: blocks human PERK kinase; Q9NZJ5; CHO PERK-DD fusion, SEAP luminescence translation reporter; inhibition, % at 5.6 µM; hit rate 0.17% among 220,000; AID 1416;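 active = inhibition above the mean inhibition of all tested compounds plus 3 SD, set separately per screening campaign, cut at about 2.9% in these data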;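 note: PERK kinase domain activated by AP20187 dimerizer at 100 nM; 0% = DMSO with dimerizer and 100% = rapamycin at 8.4 µM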
Target sequence (Q9NZJ5 whole entry, looked up, the tested form may be a part): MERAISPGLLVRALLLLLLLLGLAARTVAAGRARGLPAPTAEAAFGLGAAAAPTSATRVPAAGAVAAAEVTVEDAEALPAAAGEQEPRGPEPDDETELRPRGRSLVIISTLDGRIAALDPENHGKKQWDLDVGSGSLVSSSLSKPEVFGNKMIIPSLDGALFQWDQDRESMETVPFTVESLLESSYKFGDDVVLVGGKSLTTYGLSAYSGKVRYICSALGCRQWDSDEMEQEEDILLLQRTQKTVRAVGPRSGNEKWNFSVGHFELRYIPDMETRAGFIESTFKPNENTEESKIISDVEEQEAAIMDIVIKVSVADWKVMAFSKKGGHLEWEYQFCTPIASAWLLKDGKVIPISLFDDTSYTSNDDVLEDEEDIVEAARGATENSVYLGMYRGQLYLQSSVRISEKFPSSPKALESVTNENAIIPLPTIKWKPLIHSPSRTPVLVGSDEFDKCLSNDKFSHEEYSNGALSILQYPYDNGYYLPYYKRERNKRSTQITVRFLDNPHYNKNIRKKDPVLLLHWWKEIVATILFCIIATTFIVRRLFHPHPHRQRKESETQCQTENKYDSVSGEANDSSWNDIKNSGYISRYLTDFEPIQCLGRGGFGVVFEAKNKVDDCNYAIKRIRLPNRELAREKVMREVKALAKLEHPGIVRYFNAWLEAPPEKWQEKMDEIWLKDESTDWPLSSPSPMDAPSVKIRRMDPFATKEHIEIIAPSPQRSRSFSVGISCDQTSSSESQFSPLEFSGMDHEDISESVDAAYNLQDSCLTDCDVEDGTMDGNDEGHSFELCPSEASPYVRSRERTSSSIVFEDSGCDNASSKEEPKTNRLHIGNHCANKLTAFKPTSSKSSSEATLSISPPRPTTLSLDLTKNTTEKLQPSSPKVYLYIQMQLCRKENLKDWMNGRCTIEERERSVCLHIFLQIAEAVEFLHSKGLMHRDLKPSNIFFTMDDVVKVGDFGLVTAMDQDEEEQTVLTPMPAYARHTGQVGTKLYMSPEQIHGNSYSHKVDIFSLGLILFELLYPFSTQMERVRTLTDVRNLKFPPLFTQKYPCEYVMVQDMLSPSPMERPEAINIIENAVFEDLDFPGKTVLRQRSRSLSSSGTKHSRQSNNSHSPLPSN
BaF3 parental: reduces parental Ba/F3 cell viability, JAK2V617F counter-screen. CellTiter-Glo ATP luminescence. inhibition, % at 5.6 µM. hit rate 1.1% among 220,000;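 active = inhibition above a per-campaign cutoff, the mean inhibition of all tested compounds plus 3 SD, cut at about 27% in these data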;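 note: 0% = DMSO wells and 100% = JAK Inhibitor I control wells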
S1P4 antagonist: blocks the human S1P4 receptor; O95977; S1P4-expressing cells, antagonist mode, reporter read-out; inhibition, % at 4.98 µM; hit rate 0.26% among 220,000; AID 1510; in the data active = inhibition above about 29%;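 note: 0% = wells stimulated with agonist and 100% = vehicle wells without agonist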
eIF4E-4G inh: inhibitors of eIF4E and eIF4G interaction in translation initiation; P63073+Q04637; TR-FRET eIF4E-eIF4GI(517-606) binding, 2 h; inhibition, % at 21.7 µM; hit rate 0.37% among 220,000; AID 782;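 active = inhibition above about 30%, limit read from the data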;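 note: 0% = full FRET control wells and 100% = background wells lacking eIF4GI fragment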
* = called active by the depositor; / = no result given; [ ] = another dose, or the depositor's remark. No enrichment for hits; 4.1% or so of the library scored in one or more.

SMILES	MDM2 E3 inh	Ba/F3 V617F tox	NPY2 pot ag	S1P4 agonist	Wee1 degr inh	PERK inhibitor	BaF3 parental	S1P4 antagonist	eIF4E-4G inh
CC1C(=O)N(Cc2ccc([N+](=O)[O-])cc2)c2ccccc2N1C(=O)C1CC1 (centres undefined)	-0.7	3.0	-1.0	-0.2	-3.1	-0.2	-0.2	-6.2	-1.3
CCC(C)(C)NC(=O)c1ccc(Br)o1	1.9	-0.2	-6.3	1.5	3.2	1.8	5.6	9.2	11.8
O=C(O)c1ccccc1C(=O)c1ccc2c(c1)N(Cc1cccc(F)c1)C(=O)CO2	-12.9	0.2	-12.4	-1.1	2.0	0.7	10.1	1.1	1.8
Cc1nn(Cc2ccc(F)cc2)c2sc(C(=O)Nc3ccc(N4CCOCC4)cc3N3CCOCC3)cc12	1.9	5.2	-2.4	0.1	-2.9	-2.1	6.5	-9.6	-1.4
S=c1[nH]nc(-c2cnccn2)n1-c1ccccc1	-19.0	0.9	-1.3	1.1	-0.4	0.8	3.1	5.3	12.0
COc1ccccc1-n1cnc(N)c1C(C)=O	-6.4	-1.4	16.1	-0.2	0.7	1.6	6.9	-3.9	0.9
N#Cc1ccccc1NC(=O)c1ccc(-c2ccccc2Cl)o1	-22.9	-1.7	3.6	2.2	4.1	-0.5	0.2	-15.7	-7.6
COc1ccc(-c2[nH]ncc2CN2CCCO2)cc1F	-17.0	-3.8	0.5	0.1	-2.4	0.8	0.4	-3.8	-0.2
CCOC(=O)c1sc2nc(C)nc(NCc3cccnc3)c2c1C	-15.6	0.8	-4.4	1.5	0.8	1.2	10.7	-2.1	4.9
O=C(Nc1ccccc1C(=O)N1CCCCC1)C1CCCCC1	2.6	-1.0	-5.4	2.0	-1.8	0.3	2.4	-22.7	7.6[fluorescence artefact?]
O=C(CNC(=S)NC(=O)c1ccco1)c1ccccc1	-7.0	3.8	-1.0	-3.9	-1.6	0.1	2.4	13.0	-2.5
COc1ccccc1/C=N/NC1=NCCCCC1	9.4	1.5	-24.1	-0.3	1.5	0.3	7.2	-25.3	-2.9
COCCNc1nc2c(c(=O)n(C)c(=O)n2C)n1Cc1cccc(C)c1	-7.7	45.0*	2.0	-3.3	-1.2	-0.1	43.5*	-13.2	-0.1
COc1ccc(OCC(=O)NNC(=O)C(=O)N2CCCC2)cc1	-10.7	1.1	-11.9	-0.2	-1.1	1.0	5.5	-2.5	0.6
CC(C)OC(=O)CSc1nnc(-c2ccccn2)n1-c1ccccc1	-5.1	1.3	-6.6	0.7	0.6	-0.8	3.9	-5.2	10.5
COc1ccc2[nH]c(=O)c(CN(C(=O)c3cccnc3)c3ccc(C)cc3C)cc2c1	2.9	0.3	8.1	-0.3	1.6	-0.6	0.6	-15.8	3.1
O=c1c2ccccc2nnn1CSc1nnnn1-c1ccccc1	-14.6	-1.3	-2.9	0.6	9.6*	-0.6	-0.2	-18.8	-1.9
Cc1ccc(S(=O)(=O)N/N=C/c2c[nH]c3ccccc23)cc1	-2.7	-1.0	-9.6	2.1	-2.2	1.1	6.2	3.8	-2.7
CCOc1[nH]n(-c2ccccc2)c(=O)c1C=Nc1ccc(C)cc1	-9.9	0.8	-4.4	-1.5	-1.9	0.1	4.2	-22.1	2.2
O=C(N=Nc1c(O)n(Cc2ccccc2)c2ccccc12)c1ccc(O)cc1	-2.7	8.8	6.7	0.3	-1.4	-0.8	5.8	-17.9	-0.9
CCOC(=O)N1CCC(NC(=O)Cn2cccc2C(=O)c2ccccc2)CC1	-3.7	0.0	-4.8	-1.6	-2.3	-0.5	-1.3	7.5	2.2
CCOc1ccccc1C(=O)n1nc2nc(C)cc(C)c2c1N	-26.8	1.6	-8.5	2.7	-3.3	0.4	4.7	-5.6	3.4
COC(=O)c1ccc(NC(=O)c2cc(Cl)ccc2OC)cc1	8.1	-1.1	-3.5	-0.7	-1.0	0.3	3.1	-12.1	-0.4
COc1cc2c(cc1OC)-c1cc3ccc4c(c3c[n+]1CC2)OCO4	/	49.4*	4.9	1.0	-3.1	0.2	57.4*	7.9	4.2
O=C(NCCCN1CCN(c2cccc(Cl)c2)CC1)c1nc(-c2ccncc2)no1	/	7.5	-24.1	-2.9	-1.5	-2.5	8.5	2.5	-7.3
O=C(COn1nnc2ccccc21)N1CCN(Cc2ccccc2)CC1	-9.1	3.0	-13.0	0.6	-0.1	1.4	9.9	-10.1	0.4
O=C(O)c1cccnc1SC1CC(=O)N(c2cccc(C(F)(F)F)c2)C1=O (centres undefined)	-6.7	-1.7	7.6	-0.2	-1.1	1.4	5.5	0.4	1.4
Cc1ccc[n+](CC(=O)c2cc3ccccc3oc2=O)c1	-13.3	1.0	-4.4	-1.7	0.6	-0.2	3.6	-4.0	-3.9
CCn1c(SCC(=O)OCc2ccccc2)nnc1-c1ccco1	-1.7	-6.2	12.3	-0.1	-2.1	1.3	-1.8	-22.2	5.4
Cc1ccnc(SCc2cc(=O)c(OC(=O)c3ccccc3)co2)n1	-7.0	4.7	-2.0	-1.2	-1.3	1.5	6.4	1.7	-2.2

Gathered by group: those above containing a Cl atom (three)
SMILES	MDM2 E3 inh	Ba/F3 V617F tox	NPY2 pot ag	S1P4 agonist	Wee1 degr inh	PERK inhibitor	BaF3 parental	S1P4 antagonist	eIF4E-4G inh
N#Cc1ccccc1NC(=O)c1ccc(-c2ccccc2Cl)o1	-22.9	-1.7	3.6	2.2	4.1	-0.5	0.2	-15.7	-7.6
COC(=O)c1ccc(NC(=O)c2cc(Cl)ccc2OC)cc1	8.1	-1.1	-3.5	-0.7	-1.0	0.3	3.1	-12.1	-0.4
O=C(NCCCN1CCN(c2cccc(Cl)c2)CC1)c1nc(-c2ccncc2)no1	/	7.5	-24.1	-2.9	-1.5	-2.5	8.5	2.5	-7.3

Other records.
SMILES	MDM2 E3 inh	Ba/F3 V617F tox	NPY2 pot ag	S1P4 agonist	Wee1 degr inh	PERK inhibitor	BaF3 parental	S1P4 antagonist	eIF4E-4G inh
CCCC(=O)N1CCN(c2ccc(NC(=S)NC(=O)CC)cc2)CC1	-8.1	3.2	-11.6	-2.0	-2.5	0.3	4.1	-1.6	2.7[fluorescence artefact?]
CCC(Cc1ccccc1)NCc1c(C(=O)O)c(C)n(Cc2ccccc2)c1C (centres undefined)	-1.8	3.7	10.4	0.4	4.4	-0.2	3.4	-1.6	-0.6
COc1ccc(N2CCN(C(c3ccccc3OC)c3nnnn3C3CCCC3)CC2)cc1 (centres undefined)	-1.7	5.0	0.2	-1.1	4.4	-2.1	8.7	12.8	-0.8
Cc1c(C(=O)OC2CCC(C)CC2)[nH]c2c1C(=O)CCC2 (centres undefined)	-24.4	0.3	5.3	0.7	3.0	0.3	4.1	-0.1	3.4
COc1ccc(NCC(=O)N/N=C2\CCCC(C)C2)cc1 (centres undefined)	-6.8	3.5	-5.0	23.4*	-0.8	0.7	10.2	-2.7	3.1
CCC(C)c1ccc(NC(=O)COc2c(F)c(F)c(C(F)(F)F)c(F)c2F)cc1 (centres undefined)	6.8	0.6	2.8	-1.2	-1.2	1.1	7.8	-5.3	1.8
Cn1c(SCc2nc3ccccc3c(=O)[nH]2)nnc1-c1ccco1	-17.5	-3.5	-5.4	-1.5	-0.2	-0.7	0.8	0.0	-2.2
O=C(O)c1ccccc1C(=O)NCCc1c(C(=O)O)[nH]c2ccc(Cl)cc12	-11.6	-5.3	-4.6	-1.1	2.9	0.8	-1.6	11.8	-3.5
C/C(O)=C(\N=Nc1cc(C)ccc1O)C(N)=O	4.3	0.1	5.5	-1.4	-0.7	1.5	3.5	-7.4	3.8
C#CCn1c(=NC(=O)c2cc(Cl)sc2Cl)sc2cc(S(N)(=O)=O)ccc21	3.4	0.0	-7.2	-0.6	-2.1	0.0	11.4	-22.3	4.4[fluorescence artefact?]
Cc1ccc(-n2c(=O)c3c(n4cnnc24)-c2ccccc2CC32CCCCC2)cc1	-2.3	2.0	-3.8	1.8	-0.5	-0.7	5.7	-28.8	-13.5
O=c1cc(CN2CCN(c3ccccc3F)CC2)c2cc(O)c(-c3ccccc3)cc2o1	-24.4	2.4	-11.0	1.1	-3.0	-0.3	0.7	-2.3	-0.5
CCOC(=O)c1cc(NC(=O)Nc2ccc(Br)cc2)c(C)nc1C	-3.7	4.3	2.1	1.1	8.0	-0.2	6.2	-8.3	0.2
COc1ccc(-c2cc3nc(C)c(CCC(=O)NC(C)CCc4ccco4)c(C)n3n2)c(OC)c1 (centres undefined)	-4.5	-1.6	0.4	-4.0	0.1	-1.4	6.9	-3.1	2.7
O=c1[nH]c2ccc(NC(=S)NCc3ccccc3)cc2[nH]1	/	0.7	-4.7	-1.8	-0.6	-0.2	4.0	2.7	4.8
NC(=S)Nc1ccc2cc[nH]c2c1	-5.2	4.8	-10.3	0.3	0.0	0.8	4.4	0.4	1.5
CCc1cccc(C)c1NC(=O)CN(C)Cc1ccc(Br)cc1	2.1	0.8	-1.8	1.7	-2.1	0.0	-0.8	1.4	-3.7
O=C(NC(=S)Nc1ccccc1N1CCOCC1)c1ccc(-c2cc(Cl)ccc2Cl)o1	-6.9	2.0	-10.3	5.7	-0.9	1.4	5.9	-8.2	-4.2
CCn1cc(C(=O)NCc2ccccc2Cl)cn1	1.7	1.4	9.3	1.0	-3.5	0.4	3.2	-13.3	4.6
C#CCn1c(=NC(=O)CSC(C)=O)sc2cc(F)ccc21	-0.1	1.1	11.0	1.0	-1.3	0.4	-2.8	1.2	-0.6
COC(=O)c1ccccc1NC(=O)COC(=O)c1ccc(C)c(NC(=O)c2ccco2)c1	-0.8	2.6	-32.8	-0.2	1.3	-0.8	5.7	-8.6	85.8*[fluorescence artefact?]
CCC(=O)NNc1ncnc2c1cnn2-c1cccc(C)c1	-14.5	1.2	6.7	-0.5	-0.5	1.2	3.2	10.1	3.3
[O-]/C(=C(\C(=S)NCc1ccco1)[n+]1ccccc1)c1ccccc1Br	-5.2	-2.1	2.4	-0.4	-0.4	0.3	5.4	-5.4	0.9
O=[N+]([O-])c1ccc(Nc2cccc(F)c2)nc1	-9.0	0.3	8.7	0.1	-0.4	-0.6	3.5	5.2	0.8
COc1ccc(CCCc2nnc(SCC(=O)Nc3ccc(C)c(C)c3)o2)cc1	-21.9	-1.8	3.1	0.8	-1.5	-0.2	2.1	-18.9	22.1[fluorescence artefact?]
Cc1cnc2ncc3sccc3c2c1	-9.6	-3.4	14.0	0.1	-1.5	1.3	0.5	-4.1	1.5
COCCN=C1NN=C(c2ccc(NC(C)=O)cc2)CS1	/	-1.0	4.4	1.6	-1.8	1.6	1.3	-6.1	-2.4
C#CCOC(=O)C(NC(=O)c1ccccc1)=C(C)C	-19.7	-0.7	-3.1	-0.9	-2.4	0.0	4.6	-44.4	-7.5
CCOc1ccc(N2C(=O)CN=C2Nc2ccccc2F)cc1	-12.1	-3.0	4.2	-0.1	0.1	0.6	1.8	-7.8	-6.5
Cc1ccc(CNC(=O)Nc2ccc(C)cc2)cc1	-1.2	-0.5	16.1	1.3	3.0	1.1	5.8	9.7	2.6
COCCNC(=O)CCCCCN1C(=O)CCC1=O	-22.9	2.5	4.1	-2.4	2.7	1.0	8.4	-3.2	-2.9
COc1ccc(Nc2nc(-c3ccccc3)nc3ccccc23)c(OC)c1	-9.8	1.8	-9.2	-0.2	2.0	-0.2	5.6	0.5	-0.4
COc1ccc([N+](=O)[O-])cc1NC(=O)CSc1ccccc1	-0.7	-1.0	-3.7	1.6	-1.9	0.0	2.9	-6.3	0.4

Compound activity (PubChem BioAssay)
